# Arr AP2 block = human beta-arrestin and AP2 interaction inhibition; actives 0.31% (n = 340,000); FITC-arrestin peptide / GST-AP2 beads, flow cytometry; AP2 beta2 appendage carries R879A mutation; inhibition, % at 10 µM; AID 504490;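 active means inhibition above a set limit, near 3 SD of compounds lacking own fluorescence, cut at about 54% in these data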;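 further: plate controls were DMSO wells for no effect and 5 µM unlabelled arrestin peptide for full effect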
#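 Assay system: GST-AP2 R879A bound to glutathione beads, E. coli-expressed; Medium: PBS with 0.05% Tween 20 and 0.1% BSA; Also added: fluorescein-tagged arrestin peptide at 50 nM final; Timing: 12 min plus 1 h, RT; Measured by: flow cytometry, FL1 (488/535 nm); Evaluation: percent drop in bead-associated FITC signal.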
# OPRM1-OPRD1 inv = inverse agonist of human OPRM1-OPRD1 heterodimerization. P35372+P41143. cell-based MOR-DOR heterodimer luminescence, inverse agonism. inhibition, % at 9.3 µM. actives 0.21% (n = 340,000). AID 504357; in the data active means inhibition above about 22%, passing the limit was not always enough;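 further: 0% = cells with DMSO and 100% = wells without cells with DMSO; values of inactives mirror those of a sister screen read the other way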
# Target sequence (P35372 whole entry, looked up): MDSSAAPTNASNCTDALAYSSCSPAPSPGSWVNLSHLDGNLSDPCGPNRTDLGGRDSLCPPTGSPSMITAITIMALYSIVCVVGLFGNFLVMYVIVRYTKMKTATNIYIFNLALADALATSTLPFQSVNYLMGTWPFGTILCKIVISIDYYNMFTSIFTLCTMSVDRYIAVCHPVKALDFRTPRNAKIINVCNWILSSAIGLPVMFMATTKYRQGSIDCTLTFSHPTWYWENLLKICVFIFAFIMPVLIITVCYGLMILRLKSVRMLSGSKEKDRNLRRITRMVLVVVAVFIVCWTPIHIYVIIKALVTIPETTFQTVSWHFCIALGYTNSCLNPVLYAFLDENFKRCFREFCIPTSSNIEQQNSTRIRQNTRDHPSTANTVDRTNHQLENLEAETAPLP
# Target sequence (P41143 whole entry, looked up): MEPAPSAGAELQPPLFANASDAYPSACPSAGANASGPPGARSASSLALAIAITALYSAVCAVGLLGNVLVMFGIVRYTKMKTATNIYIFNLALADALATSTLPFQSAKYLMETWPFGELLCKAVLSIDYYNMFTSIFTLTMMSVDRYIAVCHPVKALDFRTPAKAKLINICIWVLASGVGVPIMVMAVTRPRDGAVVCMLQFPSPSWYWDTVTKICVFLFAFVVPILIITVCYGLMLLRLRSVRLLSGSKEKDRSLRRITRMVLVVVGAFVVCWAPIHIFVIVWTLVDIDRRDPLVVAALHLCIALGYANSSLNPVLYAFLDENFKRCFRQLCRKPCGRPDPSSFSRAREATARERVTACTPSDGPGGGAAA
# phage Ecoli inh = E. coli growth loss with phage present; growth absorbance; inhibition, % at 11.9 µM; actives 0.26% (n = 360,000); AID 651602; in the data active means inhibition above about 11%
# OPRM1-OPRD1 ag = agonists of human mu-delta opioid receptor heterodimerization | AID 504326 | cells, OPRM1-OPRD1 heterodimerization, luminescence | actives 0.3% (n = 340,000) | P35372+P41143 | activation, % at 9.3 µM; in the data active means activation above about 18%;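 further: 0% = vehicle-treated cells and 100% = reference agonist; values of inactives mirror those of a sister screen read the other way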
# SUMO Mot1 rescue = SUMOylation pathway inhibition by Mot1-301 growth rescue; S. cerevisiae Mot1-301 growth rescue, ATP luminescence, 38.5C; percent above DMSO median, 100 means doubled; growth rescue, % at 18.8 µM; actives 1% (n = 320,000);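 active means every valid replicate shows activation above 250% relative to neutral control wells; inactive means the rest, any valid replicate at or below 250%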;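 further: OY570 slx delta 5 strain wells were the positive control but not used for scaling; some compounds called inactive have numbers as strong as hits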
# PfHsp90 yeast 2 = growth inhibition of yeast expressing Plasmodium Hsp90. S. cerevisiae expressing PfHsp90, BacTiter-Glo ATP, 48 h; yeast lacking PDR1 and PDR3 efflux regulators. inhibition, % at 9.4 µM. actives 0.32% (n = 310,000). AID 504621;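 active means every replicate shows inhibition above about 80%, whatever the replicate mean, limit read from the data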;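 further: 0% = DMSO neutral controls and 100% = 20 µM radicicol positive controls; yeast relying on Plasmodium falciparum Hsp90 in place of its own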
# PKA-R1A act = activators of PKA-R1A complex. AID 504707. actives 0.083% (n = 340,000). PKA-R1A dissociation, Cy5-IP20 fluorescence polarization; scaled: DMSO 0%, 113 µM cGMP 100%. activation, % at 11.4 µM. P00514+P68181;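 active means percent activation above the mean of all tested compounds plus 3 SD, cut at about 19% in these data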;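 further: higher means more PKAc released from R1A so a rise in polarization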
# DSG3 Ab inh = human desmoglein-3 autoantibody binding inhibition | P32926 | DSG3-coupled beads, scFv-anti-DSG3-GFP binding, flow cytometry; stronger effect = lower value | binding (percent of control), % at 10 µM | actives 0.48% (n = 310,000);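 active means binding more than 3 SD below its plate's average and above zero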;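 further: hits lower antibody fragment binding to DSG3; some compounds called inactive have numbers as strong as hits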
# AddAB inh = less growth of phage-infected E. coli with AddAB. actives 0.29% (n = 330,000). inhibition, % at 11.9 µM. E. coli expressing H. pylori AddAB, absorbance growth. AID 435030; in the data active means inhibition above about 12%;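 further: 0% = vehicle wells of infected cells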
# Tat transport = E. coli Tat transport inhibition; actives 0.036% (n = 340,000); inhibition, % at 10 µM; AID 488895; E. coli MC4100 TorA-mCherry Tat export, fluorescence;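 active means mean replicate inhibition at least 50% and at least half of replicates individually reaching 50%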;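 further: exported cargo escapes ClpAP degradation while cytoplasmic cargo is degraded and loses fluorescence; 0% = median of neutral control wells and 100% = median of NaSCN control wells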
# E coli growth = bacterial growth inhibition, counter-screen for AddAB inhibitors. E. coli V3065 growth, OD600 absorbance, 18 h. AID 449728. actives 0.27% (n = 330,000). inhibition, % at 11.9 µM;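 active means inhibition above the campaign's mean inhibition across all tested compounds plus 3 SD, cut at about 9.9% in these data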;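 further: uninfected addAB+ strain grown without phage in ampicillin broth; 0% = DMSO wells and 100% = ciprofloxacin 0.95 µg/ml wells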
# Starred values were filed as active, the others as inactive; . = not tested or not shown; & = joins results of further samples; ! = not confirmed by another sample.
SMILES,Arr AP2 block,OPRM1-OPRD1 inv,phage Ecoli inh,OPRM1-OPRD1 ag,SUMO Mot1 rescue,PfHsp90 yeast 2,PKA-R1A act,DSG3 Ab inh,AddAB inh,Tat transport,E coli growth
COc1ccc2c(c1)c(C(C)=O)c(C)n2-c1ccccc1OC,31,9,1.3,-1.9,3,0,-5,.,-0.3,1,1.6
CC1(c2ccccc2)NC(=O)N(CC(=O)Nc2ccc([N+](=O)[O-])cc2)C1=O (centres undefined),10,-2,0.0,0.4,-6,.,-4,117,0.2,1,-0.6
CCN(Cc1cnn(C)c1)C(=O)c1cc(COc2ccc3c(c2)CCCC3)on1,8,9,-0.9,-2.1,-15,-9,-11,100,-1.8,-5,-3.8
Nc1c(Cl)ncnc1N/N=C/c1cccnc1,1,7,2.8,-1.4,-7,-22,0,.,0.0,6,-0.3
CCCCn1c(CCC(=O)O)ccc1-c1cccs1,25,7,0.8,-1.2,1,10,2,.,0.2,-7,-0.6
CN(CC(=O)O)Cc1nc2ccccc2[nH]1,11,7,0.1,-1.3,-22,-29,-2,104,0.3,-8,0.2
O=C(C1CC1)N1CCc2cc(Br)cc(S(=O)(=O)NC3CCCCC3)c21,-1,3,-2.6,-0.5,3,57,-1,106,2.1,9,1.8
CN1CCC2(CC1)N=C(c1ccc(F)cc1)C(=S)N2C(=O)c1ccccc1,.,9,4.7,-1.8,13,8,1,100,3.0,-5,0.0
COC(=O)Nc1c(-c2ccccc2)nc2ccc(C)cn12,-3,4,1.3,-1.0,-3,28,6,101,1.6,-2,-0.6
C=Cc1c(C)c2cc3[nH]c(cc4nc(cc5nc(cc1[nH]2)C(C)=C5CCC(=O)O)C(CCC(=O)O)=C4C)c(C)c3C=C,8&18,8&3,-0.2,-1.4&-0.7,-21&-29,-11&-12,-10&-36,25*!,-1.6&2.0,3&-5,-3.1&-3.9
COc1ccccc1OCCNC(=O)Nc1cc(F)c(F)cc1Cl,2,-9,0.2,1.8,17,-13,4,.,0.3,5,3.2
Cc1cccc(-n2ccnc2SCC(=O)Nc2nnc(C)s2)c1,2,-3,1.9,0.6,198,29,-5,101,-1.4,-4,3.8
O=C(NCC(c1ccco1)N1CCCCC1)c1cccc(NS(=O)(=O)c2ccc(Br)cc2)c1 (centres undefined),-1,-15,3.5,2.9,-8,12,3,104,-0.3,10,1.1
O=C(NCc1ccncc1)C1CCC(=O)N(CCc2ccc(Cl)cc2)C1 (centres undefined),-3,10,2.0,-1.8,-2,14,-3,102,3.0,-7,2.1
O=C(C1CCN(c2nnc(-n3cccc3)s2)CC1)N1CCN(Cc2ccc3c(c2)OCO3)CC1,13,7,-1.4,-1.4,16,-2,-4,106,2.9,8,2.1
COc1ccccc1CNC(=O)c1ccc(S(=O)(=O)N(C)c2ccccc2)cc1,-6,17,4.0,-3.2,.,-9,-4,96,.,2,.
O=S1(=O)CCN2C(c3ccco3)=CSC2=N1,5,11,2.5,-1.9,.,-36,-6,.,4.1,-2,0.8
COc1ccc(CCNC(=O)CC2SC(=NCCc3ccccc3)NC2=O)cc1 (centres undefined),6,2,1.7,-0.3,7,10,-11,104,2.5,-2,3.0
Cc1oc(-c2cccc(Cl)c2)nc1CN1CCCC(C(=O)NC(C)c2ccc3c(c2)OCCO3)C1 (centres undefined),15,-17,2.0,3.3,4,11,4,119,5.1,6,-2.8
COc1ccc(NCC(=O)Nc2cccc(C(F)(F)F)c2)cc1S(=O)(=O)N1CCOCC1,-6,5,2.1,-1.3,-21,5,3,103,-0.5,1,-2.1
CCCN1CCN(CCCNC(=O)c2cc3c(s2)-c2c(C)cccc2OC3)CC1,6,-4,-0.5,0.7,2,0,3,113,0.8,10,-2.1
COc1ccc(C(=O)C2CCCN(Cc3cccn3-c3ccc(Cl)cn3)C2)c(OC)c1 (centres undefined),-8,-2,4.9,0.3,301,18,-3,102,2.5,3,-3.1
CCOC(=O)c1cnc2c([N+](=O)[O-])cnn2c1C,16,15,0.8,-3.1,-12,7,-11,100,0.7,1,1.6
C/C(=N\NC(N)=S)c1ccncc1,4,.,3.1,.,0,-6,.,86,-0.6,-2,-1.0
Cc1ccccc1-c1noc(C(C)NC(=O)c2ccco2)n1 (centres undefined),-9,-4,0.5,0.5,4,0,4,.,1.4,-3,3.3

# The listing continues.
SMILES,Arr AP2 block,OPRM1-OPRD1 inv,phage Ecoli inh,OPRM1-OPRD1 ag,SUMO Mot1 rescue,PfHsp90 yeast 2,PKA-R1A act,DSG3 Ab inh,AddAB inh,Tat transport,E coli growth
CCC1CCc2c(sc3nc(SCC(=O)NCc4ccco4)n(-c4ccccc4)c(=O)c23)C1 (centres undefined),5,14,4.3,-2.4,.,-12,-1,100,0.8,-1,-1.8
CCOc1cccc(/C=N/NS(=O)(=O)c2ccc(C)c([N+](=O)[O-])c2)c1O,13,6,-2.1,-1.1,15,-9,-6,102,0.2,-5,-1.3
CCOC(=O)c1ccc(NC(=O)COc2cc3oc(=O)c(CC(C)O)c(C)c3cc2Cl)cc1 (centres undefined),1,-12,2.0,2.3,59,-44,-1,98,1.6,0,0.5
O=C(Nc1cccc(S(=O)(=O)NC2=NCCCCC2)c1)c1cc(-c2ccncc2)nc2ccccc12,5,9,2.2,-1.7,.,-2,-7,98,-2.2,-6,-1.3
O=C(CN1CCN(C(=O)c2ccco2)CC1)Nc1c2c(nc3c1CCC3)CCCC2,0,7,-8.1,-1.4,.,1,-4,97,.,2,.
CN(CCc1ccccn1)C(=O)c1nn2c(C(F)(F)F)cc(-c3ccco3)nc2c1Cl,-2,7,1.6,-1.2,30,-3,6,104,2.6,5,0.1
Cc1ccc(C)c(OCc2nc3ccc(S(=O)(=O)Nc4c(C)n(C)n(-c5ccccc5)c4=O)cc3[nH]2)c1,-9,15,3.3,-2.9,0,1,-17,95,-3.9,-2,-0.9
O=C(Nc1nccs1)c1ccc(COc2c(F)c(F)cc(F)c2F)o1,-4,12,-1.2,-2.9,1,-2,5,101,-2.0,2,-3.0
COc1ccc(CCNC(=O)CCCn2nc(C)c([N+](=O)[O-])c2C)cc1OC,-3,13,0.7,-2.6,-7,19,0,90,0.2,2,-0.3
CCN(CC)CCNC(=O)CCCCCn1c(=O)[nH]c2cc(C(=O)OC)ccc2c1=O,3,16,2.2,-3.1,-2,2,-3,99,1.5,1,-1.4
O=[N+]([O-])c1ccc(-c2cc(-c3ccc(Cl)cc3)n[nH]2)cc1,7,-7,0.6,1.6,3,-33,0,108,4.8,22,2.1
COCCCN=C1NN=C(c2cc(C)n(-c3ccccc3F)c2C)CS1,5,9,3.2,-1.9,-1,15,3,93,0.2,10,0.3
COc1ccc(NC(=O)CCCn2c(=O)[nH]c3ccccc3c2=O)cc1,9,5,2.0,-0.9,9,22,-4,101,-0.1,6,-0.1
COC(=O)Oc1ccc(/C=N/NC(=O)CN(c2ccccc2Br)S(C)(=O)=O)cc1OC,-11,5,1.9,-1.0,67,-4,-3,97,0.3,6,0.4
CC(OC(=O)C1CC1)C(=O)Nc1cccc(S(=O)(=O)N2CCOCC2)c1 (centres undefined),37,15,2.8,-2.9,-7,-2,0,91,-0.7,-1,-0.4
Cc1cc(CN2CCCC(C(=O)Nc3cccc(-n4cccn4)c3)C2)cc(C)c1O (centres undefined),31,0,5.8,0.1,-10,2,7,102,3.7,-14,1.0
C=CCN1CC(c2nc3ccccc3n2Cc2cccc3ccccc23)CC1=O (centres undefined),6,14,1.0,-2.7,16,14,0,106,1.0,7,1.4
O=C(CCNS(=O)(=O)c1ccc(Br)s1)N1CCN(c2ccccc2)CC1,28,1,2.9,-0.2,.,-16,4,112,.,-12,.
CCCCN1C(=O)C2C(C(=O)Nc3cccc(OC)c3)C3C=CC2(O3)C1C(=O)NC1CCCCC1C (centres undefined),3,1,1.9,-0.3,248,-12,12,.,0.6,-2,-0.9
CCOC(=O)CCCCCN1C(=O)c2cccc3cccc(c23)C1=O,13,-4,-1.8,0.7,-7,-1,-9,111,7.5,6,0.2
Cc1ccc(CN2CC(C(=O)N3CCN(c4ccccc4O)CC3)CC2=O)cc1 (centres undefined),20,-5,2.1,0.8,3,2,-13,102,6.8,3,-0.9
C=CCn1c(SCC(=O)Nc2c(C)n(C)n(-c3ccccc3)c2=O)nc2sc(C)c(C)c2c1=O,-12,-2,2.0,0.4,-14,.,-2,104,-1.0,-7,0.2
CCOCCCNCc1ccc(OC)c(OC)c1,8,7,2.1,-1.1,-4,-5,9,95,0.7,-3,-0.8
Cc1ccc(/C=C/C(=O)O)cc1S(=O)(=O)N1CCCCC1,41,5,1.1,-1.0,-20,18,-8,97,-0.5,5,1.3
O=C(c1ccc(=O)[nH]c1)N1CCN(S(=O)(=O)c2ccc(Cl)cc2)CC1,10,-5,2.8,0.8,7,-16,-2,.,2.8,4,-0.8

# Additional structures.
SMILES,Arr AP2 block,OPRM1-OPRD1 inv,phage Ecoli inh,OPRM1-OPRD1 ag,SUMO Mot1 rescue,PfHsp90 yeast 2,PKA-R1A act,DSG3 Ab inh,AddAB inh,Tat transport,E coli growth
CC(C)c1ccc(-c2nc3ccccc3s2)cc1,-8,3,3.6,-0.5,-19,-9,1,95,1.8,1,-0.8
CCOC(=O)N1CCN(C(=O)c2cc(Cl)c(Cl)cc2C(=O)O)CC1,8,8,.,-1.5,2,-17,-11,103,1.8,4,3.0
O=C(NCc1ccc2c(c1)OCO2)C1CCC(=O)N1C1CCCC1 (centres undefined),11,1,2.3,-0.3,-3,30,-1,107,-0.2,-3,0.4
CCOc1ccc(CN2CCNC(=O)C2CC(=O)NCC2CCOCC2)cc1 (centres undefined),-12,15,1.6,-4.7,-4,-1,-8,.,1.5,-3,0.9
CCCCc1c(C)nc2c(OC)cccc2c1SCC(=O)O,17,10,4.2,-1.9,.,5,3,103,0.6,-6,-2.8
CCn1c(SCC(=O)NC(C)(C)C)nnc1-c1ccncc1,5,9,3.6,-1.6,-13,-2,-4,99,3.8,12,2.3
O=C(COc1ccc(F)cc1)N1CCc2ccccc2C1,34,13,3.8,-2.7,-6,5,-12,100,-0.3,4,1.1
COCCN(C(=O)CCC(=O)Nc1ccccn1)C(C(=O)NC(C)C)c1ccc(Cl)cc1 (centres undefined),-5,-7,1.1,1.1,-4,8,-13,100,2.2,3,0.2
COc1ccc(NC(=O)C(c2ccc(OC)cc2)N(C)C(=O)Cc2cccs2)cc1 (centres undefined),12,4,1.1,-0.7,329,-27,-8,105,-2.4,-2,-1.5
Cc1ccc(C(=O)N/C(=C/c2ccco2)C(=O)NCc2ccco2)cc1,7,0,-0.9,-0.1,7,-3,-3,100,1.8,0,0.5

# Screening results: PubChem, several laboratories
